PREPL inhibitor – inhibits the human prolyl oligopeptidase-like enzyme; recombinant PREPL, fluorescence polarization activity-based probe; inhibition, % at 5.96 µM; 320,000 tested, 0.68% active; AID 2751; in the data active means inhibition above about 43%;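 further: 0% = enzyme with DMSO and 100% = wells lacking enzyme; many of its hits are not listed in these tables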
GSTO1 inh – counter-screen for RBBP9 inhibitors: inhibitors of human GSTO1. P78417. inhibition, % at 5.96 µM. AID 1974. 300,000 tested, 1.1% active. recombinant GSTO1, activity-based probe fluorescence polarization;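 active means inhibition above the campaign mean inhibition plus 3 SD, cut at about 35% in these data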;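 further: 0% = GSTO1-1 with DMSO and 100% = wells lacking GSTO1-1 enzyme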
Target sequence (P78417 whole entry, looked up): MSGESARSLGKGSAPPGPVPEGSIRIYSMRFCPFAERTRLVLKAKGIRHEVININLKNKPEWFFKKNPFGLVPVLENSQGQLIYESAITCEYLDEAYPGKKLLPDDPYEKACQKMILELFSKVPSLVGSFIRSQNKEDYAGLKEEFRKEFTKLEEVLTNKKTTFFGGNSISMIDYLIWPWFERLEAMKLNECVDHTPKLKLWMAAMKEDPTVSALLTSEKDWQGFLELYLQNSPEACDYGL
PAFAH2 inh – PAFAH2 (human) inhibition | Q99487 | recombinant PAFAH2, FP-rhodamine activity probe, fluorescence polarization | inhibition, % at 3.39 µM | 340,000 tested, 0.99% active;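 active means inhibition above the mean over all tested compounds plus 3 SD, cut at about 30% in these data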;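 further: inhibitors block probe labeling of enzyme so polarization drops; 0% = enzyme with DMSO and 100% = wells lacking PAFAH2 protein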
ZTA DNA inh – ZTA (EBV) inhibition in EBNA-1 counter-screen. inhibition, % at 11 µM. ZTA-DNA binding, fluorescence polarization. P03206. 320,000 tested, 0.15% active. AID 2234; in the data active means inhibition above about 33%
Target sequence (P03206 whole entry, looked up): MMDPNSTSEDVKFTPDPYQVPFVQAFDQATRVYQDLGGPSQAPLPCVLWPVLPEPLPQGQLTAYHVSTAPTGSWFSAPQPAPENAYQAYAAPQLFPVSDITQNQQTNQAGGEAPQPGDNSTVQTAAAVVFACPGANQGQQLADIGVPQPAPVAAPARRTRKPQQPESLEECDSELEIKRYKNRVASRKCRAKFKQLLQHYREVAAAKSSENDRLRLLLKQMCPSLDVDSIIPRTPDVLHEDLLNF
EBNA-1 inh – blocks EBNA-1 binding to DNA. EBNA-1 DNA binding, fluorescence polarization. inhibition, % at 14.8 µM. 300,000 tested, 0.34% active; in the data active means inhibition above about 28%
LYPLA1 inh – counter-screen for PME1 inhibitors: inhibitors of human LYPLA1; inhibition, % at 5.9 µM; recombinant LYPLA1, FP-Rh probe fluorescence polarization; 320,000 tested, 0.16% active;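 active means inhibition above the mean of all tested compounds plus 3 SD, set per campaign, cut at about 14% in these data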;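 further: inhibitors block serine hydrolase probe labeling of LYPLA1 so polarization falls; 0% = enzyme with DMSO and 100% = wells lacking LYPLA1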
PAFAH1B3 inh – inhibitors of human PAFAH1B3 | Q15102 | recombinant PAFAH1B3, FP-rhodamine probe, fluorescence polarization | inhibition, % at 3.39 µM | 340,000 tested, 0.28% active;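 active means inhibition above the screen-wide average of all tested compounds plus 3 SD, cut at about 25% in these data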;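 further: 0% = enzyme with DMSO only and 100% = wells lacking PAFAH1B3 protein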
Target sequence (Q15102 whole entry, looked up): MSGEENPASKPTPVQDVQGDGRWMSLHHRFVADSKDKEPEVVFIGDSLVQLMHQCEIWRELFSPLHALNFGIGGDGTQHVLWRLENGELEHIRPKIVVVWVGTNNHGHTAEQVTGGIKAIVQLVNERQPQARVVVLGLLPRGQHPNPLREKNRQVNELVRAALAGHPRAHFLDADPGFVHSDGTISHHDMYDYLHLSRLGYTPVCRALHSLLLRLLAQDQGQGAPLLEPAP
PAD4 FP inh – PAD4 (human) enzyme inhibition; recombinant PAD4, RCA probe fluorescence polarization; inhibition, % at 6.36 µM; 330,000 tested, 0.41% active;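 active means percent inhibition above a cutoff equal to the mean of all tested compounds plus 3 SD, cut at about 15% in these data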;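 further: 0% = PAD4 with RCA probe and DMSO and 100% = probe without PAD4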
LYPLA2 inh – counter-screen for PME1 inhibitors: inhibitors of human LYPLA2 | recombinant LYPLA2, FP-Rh probe fluorescence polarization | inhibition, % at 5.9 µM | 320,000 tested, 0.38% active | O95372;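 active means inhibition above the screen-wide mean plus 3 SD, limit set per campaign, cut at about 26% in these data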;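 further: 0% = LYPLA2 with DMSO and 100% = wells lacking LYPLA2 enzyme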
Target sequence (O95372 whole entry, looked up): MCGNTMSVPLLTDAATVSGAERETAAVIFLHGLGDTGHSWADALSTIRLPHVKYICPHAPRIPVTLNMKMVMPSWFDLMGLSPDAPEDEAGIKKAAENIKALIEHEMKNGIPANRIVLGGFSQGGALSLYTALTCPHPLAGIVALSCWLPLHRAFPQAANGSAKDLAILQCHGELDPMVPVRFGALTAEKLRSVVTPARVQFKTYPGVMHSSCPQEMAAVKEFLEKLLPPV
* marks the source's active call; other numbers are inactive results.

A first look, two compounds:
C[C@@H](NC(=O)Cn1cnc2c(OCc3ccccc3)ncnc21)c1cccc2ccccc12 was read as PREPL inhibitor -13, PAFAH2 inh 6, PAFAH1B3 inh 3 and PAD4 FP inh -2.
`O=C(Nc1ccccc1)c1cccc(NC(=O)c2ccco2)c1` gave PREPL inhibitor 13, GSTO1 inh -3, PAFAH2 inh -3, ZTA DNA inh 5, EBNA-1 inh -1, LYPLA1 inh -5, PAFAH1B3 inh 8, PAD4 FP inh 1 and LYPLA2 inh -6.

This part in full, from the start:
C[C@@H](NC(=O)Cn1cnc2c(OCc3ccccc3)ncnc21)c1cccc2ccccc12 was read as PREPL inhibitor -13, PAFAH2 inh 6, PAFAH1B3 inh 3 and PAD4 FP inh -2.
`O=C(Nc1ccccc1)c1cccc(NC(=O)c2ccco2)c1` gave PREPL inhibitor 13, GSTO1 inh -3, PAFAH2 inh -3, ZTA DNA inh 5, EBNA-1 inh -1, LYPLA1 inh -5, PAFAH1B3 inh 8, PAD4 FP inh 1 and LYPLA2 inh -6.
Cc1cc(C)c2nc(SCC#N)cc(C)c2c1 was read as PREPL inhibitor -1, GSTO1 inh 3, PAFAH2 inh 7, ZTA DNA inh 12, EBNA-1 inh 7, LYPLA1 inh -6, PAFAH1B3 inh 9, PAD4 FP inh -2 and LYPLA2 inh -7.
`COc1ccc(C)cc1NC(=O)C(OC(=O)c1cc(C)oc1C)c1ccccc1` (stereo not drawn) gave PREPL inhibitor -35, GSTO1 inh 1, PAFAH2 inh -9, ZTA DNA inh -15, EBNA-1 inh -1, LYPLA1 inh -3, PAFAH1B3 inh 0, PAD4 FP inh -1 and LYPLA2 inh -1.
For COc1ccccc1CNC(=O)CCCn1nc(C)c2c(C)n(-c3ccc(C)cc3)nc2c1=O the results were PREPL inhibitor 3, GSTO1 inh -6, PAFAH2 inh 4, ZTA DNA inh 8, EBNA-1 inh 1, LYPLA1 inh -1, PAFAH1B3 inh 9, PAD4 FP inh -3 and LYPLA2 inh -1.
Screening COc1ccc(C(N)=O)cc1N returned PREPL inhibitor -1, GSTO1 inh -6, PAFAH2 inh -3, ZTA DNA inh 12, EBNA-1 inh 11, LYPLA1 inh 2, PAFAH1B3 inh 0, PAD4 FP inh -2 and LYPLA2 inh 1.
CC(=O)c1sc2nsc(SCCN3CCCCC3)c2c1N was read as PREPL inhibitor 7, GSTO1 inh 29, ZTA DNA inh 3, EBNA-1 inh -3, LYPLA1 inh 1, PAD4 FP inh -1 and LYPLA2 inh 0.
CC(=O)c1ccccc1OCCOc1ncnc2sccc12 was read as PREPL inhibitor -8, GSTO1 inh -2, PAFAH2 inh -6, ZTA DNA inh 10, EBNA-1 inh 3, LYPLA1 inh -1, PAFAH1B3 inh 1, PAD4 FP inh 1 and LYPLA2 inh 2.
Screening Cc1ccccc1OCCNc1cc(N2CCNCC2)ccc1[N+](=O)[O-] returned PREPL inhibitor 8, GSTO1 inh 0, ZTA DNA inh 0, EBNA-1 inh -4, LYPLA1 inh 1, PAD4 FP inh -5 and LYPLA2 inh 3.
`Cc1ccc(S(=O)(=O)/N=C(\c2ccccc2)N(C)S(=O)(=O)c2ccc(C)cc2)cc1` gave PREPL inhibitor 20, GSTO1 inh 6, PAFAH2 inh 1, ZTA DNA inh 5, EBNA-1 inh -21, LYPLA1 inh 1, PAFAH1B3 inh 8, PAD4 FP inh 5 and LYPLA2 inh -2.
Screening CCOC(=O)c1c(NC(=S)Nc2ccccc2)sc2c1CC(C)(C)SC2 returned PREPL inhibitor 1, GSTO1 inh -5, PAFAH2 inh 0, ZTA DNA inh 2, EBNA-1 inh -11, LYPLA1 inh -11, PAFAH1B3 inh 3, PAD4 FP inh 1 and LYPLA2 inh -11.
For O=c1c2cnn(-c3ccccc3Cl)c2ncn1Cc1cccnc1 the results were PREPL inhibitor 7, GSTO1 inh 0, PAFAH2 inh -2, ZTA DNA inh -9, EBNA-1 inh -2, LYPLA1 inh -2, PAFAH1B3 inh 7, PAD4 FP inh -4 and LYPLA2 inh -6.
Cc1c(Cl)cccc1NC(=S)NC(=O)CCN1C(=O)c2ccccc2C1=O was read as PREPL inhibitor -10, GSTO1 inh 2, PAFAH2 inh -11, ZTA DNA inh 0, EBNA-1 inh 3, LYPLA1 inh 3, PAFAH1B3 inh 8, PAD4 FP inh 1 and LYPLA2 inh 0.
For CCCCn1c(N)c(N(CC(C)C)C(=O)CSC(C)C(=O)Nc2cc(C)on2)c(=O)[nH]c1=O (stereo not drawn) the results were PREPL inhibitor 2, GSTO1 inh 0, PAFAH2 inh 1, ZTA DNA inh 2, EBNA-1 inh 1, LYPLA1 inh -1, PAFAH1B3 inh -3, PAD4 FP inh 1 and LYPLA2 inh 4.
Screening CC(=O)c1c(C)[nH]c(C(=O)COc2cc(C)ccc2C(C)C)c1C returned PREPL inhibitor 7, GSTO1 inh 9, PAFAH2 inh -2, ZTA DNA inh 1, EBNA-1 inh -5, LYPLA1 inh -2, PAFAH1B3 inh 5, PAD4 FP inh -2 and LYPLA2 inh 2.
`Cc1cc(C)n(-c2ccc(C(=O)N3CCC(CO)(Cc4ccccc4)CC3)cc2)n1` gave PREPL inhibitor -2, GSTO1 inh 1, PAFAH2 inh 5, ZTA DNA inh 11, EBNA-1 inh -2, LYPLA1 inh 1, PAFAH1B3 inh 9, PAD4 FP inh 0 and LYPLA2 inh 5.
COc1ccccc1NC(=O)CSc1nnc2ccccn12 was read as PREPL inhibitor 3, PAFAH2 inh -7, ZTA DNA inh -1, LYPLA1 inh 2, PAFAH1B3 inh 8, PAD4 FP inh -1 and LYPLA2 inh 7.
For Cc1ccc(C(=O)NC2CCc3ccccc3C2=O)cc1 (stereo not drawn) the results were PREPL inhibitor -4, GSTO1 inh 15, PAFAH2 inh 0, ZTA DNA inh -2, EBNA-1 inh 1, LYPLA1 inh -1, PAFAH1B3 inh 5, PAD4 FP inh 0 and LYPLA2 inh 0.
O=C1Nc2c(Br)cc(Br)c3cccc1c23 was read as PREPL inhibitor -2, GSTO1 inh 5, PAFAH2 inh 0, ZTA DNA inh 10, EBNA-1 inh 1, LYPLA1 inh -1, PAFAH1B3 inh -6, PAD4 FP inh -7 and LYPLA2 inh -1.
Screening O=C(COc1ccc2ccccc2c1)Nc1ccncc1 returned PREPL inhibitor -32, GSTO1 inh -5, PAFAH2 inh 3, ZTA DNA inh -7, EBNA-1 inh -10, LYPLA1 inh -6, PAFAH1B3 inh 7, PAD4 FP inh 3 and LYPLA2 inh -3.
For CN1CCN(C(=O)C2CCN(S(=O)(=O)c3ccc(F)cc3)CC2)CC1 the results were PREPL inhibitor -2, GSTO1 inh 0, PAFAH2 inh -7, ZTA DNA inh 13, EBNA-1 inh 6, LYPLA1 inh -6, PAFAH1B3 inh 3, PAD4 FP inh -1 and LYPLA2 inh -3.
Cn1c(Cn2c(=O)sc3ccccc32)nnc1SCC(=O)Nc1ccc(F)cc1 was read as PREPL inhibitor -4, GSTO1 inh -1, PAFAH2 inh -10, ZTA DNA inh 8, EBNA-1 inh 1, LYPLA1 inh 1, PAFAH1B3 inh 5, PAD4 FP inh 2 and LYPLA2 inh -9.
CC[n+]1c(/C=C(\C)SC)sc2ccccc21 was read as PREPL inhibitor 14, GSTO1 inh -4, PAFAH2 inh 5, ZTA DNA inh 3, EBNA-1 inh 4, LYPLA1 inh 0, PAFAH1B3 inh -5, PAD4 FP inh -3 and LYPLA2 inh 4.
`CC12CCC(C(=O)Nc3cccnc3)(CC1=O)C2(C)C` (stereo not drawn) gave PREPL inhibitor 13, GSTO1 inh 8, PAFAH2 inh -5, ZTA DNA inh -6, EBNA-1 inh 9, LYPLA1 inh 4, PAFAH1B3 inh 6, PAD4 FP inh 1 and LYPLA2 inh 3.
CCOC(=O)C1(Cc2ccccc2)CCCN(Cc2cccc(C(C)=O)c2)C1 (stereo not drawn) was read as PREPL inhibitor 1, GSTO1 inh 10, PAFAH2 inh -2, ZTA DNA inh -15, EBNA-1 inh -10, LYPLA1 inh -3, PAFAH1B3 inh 4, PAD4 FP inh 1 and LYPLA2 inh 2.
`Cc1ccc(/C(N)=N/OC(=O)N2c3ccccc3Sc3ccccc32)cc1` gave PREPL inhibitor 11, GSTO1 inh 6, PAFAH2 inh 4, ZTA DNA inh 7, EBNA-1 inh -7, LYPLA1 inh -1, PAFAH1B3 inh 4, PAD4 FP inh -1 and LYPLA2 inh 5.
For CCCC#Cc1ccc2c(c1)COc1c3ccccc3nn1-2 the results were PREPL inhibitor 23, GSTO1 inh 1, PAFAH2 inh -4, ZTA DNA inh 0, EBNA-1 inh -8, LYPLA1 inh -4, PAFAH1B3 inh 0, PAD4 FP inh -1 and LYPLA2 inh -4.
COc1ccc(C(=O)NCC(=O)N2CCCC(C)C2)cc1OC (stereo not drawn) was read as PREPL inhibitor -4, GSTO1 inh -6, PAFAH2 inh -2, ZTA DNA inh 4, EBNA-1 inh -12, LYPLA1 inh -3, PAFAH1B3 inh 4, PAD4 FP inh 2 and LYPLA2 inh 4.
For COc1ccc(NC(=O)COc2ccc(-c3ccccc3)cc2)cc1 the results were PREPL inhibitor 7, PAFAH2 inh -2, ZTA DNA inh -10, LYPLA1 inh 2, PAFAH1B3 inh 9, PAD4 FP inh 1 and LYPLA2 inh 5.
For COc1ccc(/C=C/C(=O)NC(=S)NNC(=O)c2ccco2)cc1OC the results were PREPL inhibitor 0, GSTO1 inh 19, PAFAH2 inh 5, ZTA DNA inh -1, EBNA-1 inh -10, LYPLA1 inh -1, PAFAH1B3 inh 7, PAD4 FP inh 2 and LYPLA2 inh -4.
Screening COc1ccc(C(=O)NC2CCN(C(=O)NC3CCCCC3)CC2)cc1 returned PREPL inhibitor 12, GSTO1 inh 1, PAFAH2 inh 1, ZTA DNA inh -10, EBNA-1 inh -16, LYPLA1 inh -4, PAFAH1B3 inh 8, PAD4 FP inh -3 and LYPLA2 inh 0.
For O=C(c1cnc(N2CCN(c3ncccn3)CC2)c2ccccc12)N1CCN(c2ncccn2)CC1 the results were PREPL inhibitor 3, GSTO1 inh -2, PAFAH2 inh 0, ZTA DNA inh -14, EBNA-1 inh -1, LYPLA1 inh 4, PAFAH1B3 inh 10, PAD4 FP inh 0 and LYPLA2 inh 0.
Cn1c(N)c(C(=O)COC(=O)c2ccc3c(c2)OCCO3)c(=O)n(C)c1=O was read as PREPL inhibitor -8, GSTO1 inh -2, PAFAH2 inh 3, ZTA DNA inh -2, EBNA-1 inh 0, LYPLA1 inh -1, PAFAH1B3 inh 6, PAD4 FP inh -1 and LYPLA2 inh 1.
For Cc1cc(C)cc(NC(=O)CCn2ccnc2C)c1 the results were PREPL inhibitor 13, GSTO1 inh -3, PAFAH2 inh -1, ZTA DNA inh -7, EBNA-1 inh -10, LYPLA1 inh 0, PAFAH1B3 inh 9, PAD4 FP inh -3 and LYPLA2 inh 1.
`O=C(CCC1CCCN(C(=O)c2ccsc2)C1)N1CCN(c2ccccn2)CC1` (stereo not drawn) gave PREPL inhibitor 14, GSTO1 inh 10, PAFAH2 inh 10, ZTA DNA inh -7, EBNA-1 inh -3, LYPLA1 inh -1, PAFAH1B3 inh -3, PAD4 FP inh 0 and LYPLA2 inh 13.
For O=C(/C=C/Nc1ccc(Cc2ccc(N/C=C/C(=O)C(F)(F)F)cc2)cc1)C(F)(F)F the results were PREPL inhibitor 8, GSTO1 inh -1, PAFAH2 inh -3, ZTA DNA inh 5, EBNA-1 inh 7, LYPLA1 inh 0, PAFAH1B3 inh 9, PAD4 FP inh -4 and LYPLA2 inh 4.
`CCC(CC)n1[nH]c(=O)c2c(C)cc(C)nc21` gave PREPL inhibitor 8, GSTO1 inh -1, PAFAH2 inh -6, ZTA DNA inh -16, EBNA-1 inh 0, LYPLA1 inh 2, PAFAH1B3 inh -1, PAD4 FP inh -3 and LYPLA2 inh 8.
Screening Cc1cc(C)cc(N2CC(C(=O)OCC(=O)Nc3cc(C)on3)CC2=O)c1 (stereo not drawn) returned PREPL inhibitor 7, GSTO1 inh 1, PAFAH2 inh -7, ZTA DNA inh -13, EBNA-1 inh 1, LYPLA1 inh -2, PAFAH1B3 inh 6, PAD4 FP inh -1 and LYPLA2 inh 1.

The list is partial. The share of hits here may be higher or lower than overall.
